tim23-1 inh = growth inhibitors of tim23-1 mutant yeast | S. cerevisiae tim23-1 growth, BacTiter-Glo luminescence, 24 h | inhibition, % at 20 µM | 330,000 compounds, 1.3% hits;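 active means growth inhibition of the mutant yeast at or above 50%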;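 further: temperature-sensitive mutant grown at 25 °C; plate controls were DMSO-treated mutant yeast for no effect and medium wells lacking yeast for full effect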
Mdm2 MdmX PPI = disrupts the human Mdm2-MdmX interaction; SaOS-2 split-luciferase Mdm2/MdmX complementation, luminescence; inhibition, % at 8 µM; 330,000 compounds, 3% hits; AID 485346;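 active means inhibition of at least 50% at 8 µM in the primary screen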
Target sequence (O15151 whole entry, looked up): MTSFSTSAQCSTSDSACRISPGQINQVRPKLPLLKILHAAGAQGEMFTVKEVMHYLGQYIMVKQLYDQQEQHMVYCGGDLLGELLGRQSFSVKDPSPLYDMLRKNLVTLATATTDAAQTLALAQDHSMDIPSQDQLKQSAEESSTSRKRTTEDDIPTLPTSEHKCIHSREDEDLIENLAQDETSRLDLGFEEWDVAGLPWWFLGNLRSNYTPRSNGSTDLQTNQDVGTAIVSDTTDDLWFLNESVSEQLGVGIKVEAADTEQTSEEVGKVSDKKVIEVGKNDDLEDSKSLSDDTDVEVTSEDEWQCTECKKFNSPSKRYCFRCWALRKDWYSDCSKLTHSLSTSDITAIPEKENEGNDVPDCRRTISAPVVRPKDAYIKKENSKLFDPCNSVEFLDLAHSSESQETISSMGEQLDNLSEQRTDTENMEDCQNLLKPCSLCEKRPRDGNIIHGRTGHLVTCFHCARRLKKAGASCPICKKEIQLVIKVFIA
Target sequence (Q00987 whole entry, looked up): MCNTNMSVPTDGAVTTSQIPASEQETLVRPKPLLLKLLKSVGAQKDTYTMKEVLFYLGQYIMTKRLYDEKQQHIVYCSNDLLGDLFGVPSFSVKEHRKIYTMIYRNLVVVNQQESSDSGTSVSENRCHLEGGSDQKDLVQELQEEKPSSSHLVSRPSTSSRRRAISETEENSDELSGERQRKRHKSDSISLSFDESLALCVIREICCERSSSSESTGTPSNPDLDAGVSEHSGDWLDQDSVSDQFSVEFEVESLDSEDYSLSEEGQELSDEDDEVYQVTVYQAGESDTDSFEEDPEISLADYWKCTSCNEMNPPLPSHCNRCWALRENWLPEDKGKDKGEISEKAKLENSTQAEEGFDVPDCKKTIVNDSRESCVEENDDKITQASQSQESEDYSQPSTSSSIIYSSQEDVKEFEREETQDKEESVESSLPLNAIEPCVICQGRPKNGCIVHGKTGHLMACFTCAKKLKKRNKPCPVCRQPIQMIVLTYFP
tim10-1 inh = growth inhibitors of tim10-1 mutant yeast | S. cerevisiae tim10-1 ts strain growth, BacTiter-Glo, 24 h | inhibition, % at 20 µM | 330,000 compounds, 2.2% hits;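 active means inhibition of at least 40%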;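 further: mutant grown at 25 °C; 0% = DMSO wells with yeast and 100% = wells holding no yeast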
CHOP UPR activ = activators of apoptotic arm of unfolded protein response (CHOP). 330,000 compounds, 0.34% hits. activation, % at 10 µM. CHO-CHOP luciferase reporter, UPR activation, luminescence; percent of tunicamycin response over DMSO baseline;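 active means at 10 µM dose, activation of 40% or more, normalized to positive control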;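 further: 100% = tunicamycin at 10 µg/mL and 0% = DMSO alone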
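Test system: CHO-CHOP cells, stable luciferase reporter of PERK-eIF2a-CHOP signalling | Quantity: 500 CHO-CHOP cells per well | Buffer or medium: F12 plus 10% serum | Compound dosing: 10 µM single point, 0.5% DMSO | Schedule: 6 h compound treatment, 37 °C | Signal: Luciferase luminescence | Control set: Tunicamycin high control, DMSO low control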
XBP1 UPR activ = activators of adaptive arm of unfolded protein response (XBP1); activation, % at 20 µM; 330,000 compounds, 0.33% hits; CHO-XBP1 luciferase reporter, IRE1-XBP1 UPR activation, luminescence; percent of tunicamycin response, DMSO as zero; AID 463104;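 active means versus positive control, 20 µM dose yields 30% or more activation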;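 further: 100% = tunicamycin at 10 µg/mL and 0% = DMSO only wells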
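Material – CHO cell line with stable XBP1 luciferase reporter · Buffer or medium – F12 plus 10% FBS · Compound – single point, 20 µM final compound, 1% DMSO · Schedule – 16-18 h cell attachment at 37 °C, then 6 h compound exposure · Signal – Steady-Glo luminescence read · Benchmarks – high control tunicamycin 10 µg/mL final, low control DMSO vehicle only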
697 NFkB inh = inhibitors of the PMA/ionomycin-induced NF-kB reporter in 697 B cells | 697 B-cell NF-kB luciferase reporter, 16 h | inhibition, % at 4 µM | 330,000 compounds, 0.33% hits | AID 435022; in the data active means inhibition above about 35%
TIM10 inh = inhibits growth of TIM10 yeast strain | inhibition, % at 10 µM | AID 463195 | 330,000 compounds, 1.4% hits | S. cerevisiae TIM10 strain growth, BacTiter-Glo luminescence, 24 h;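 active means inhibition of 40% or more at the single tested concentration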;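 further: wild-type TIM10 isogenic control strain grown at permissive 25 °C; 0% = DMSO yeast wells and 100% = minimal medium wells without yeast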
Jurkat NFkB inh = lowers PMA/ionomycin-induced NF-kB signal in Jurkat cells | PMA/ionomycin-induced NF-kB luciferase reporter, luminescence | inhibition, % at 4 µM | 330,000 compounds, 0.53% hits; in the data active means inhibition above about 50%
An asterisk follows results filed as active.

SMILES	tim23-1 inh	Mdm2 MdmX PPI	tim10-1 inh	CHOP UPR activ	XBP1 UPR activ	697 NFkB inh	TIM10 inh	Jurkat NFkB inh
CCN(CC)CCN1C(=O)C2C(C(=O)Nc3cc(C)cc(C)c3)C3C=CC2(O3)C1C(=O)NC1CCCCC1 (stereo not drawn)	16	-8	7	1.0	1	-3	-11	18
Cc1csc(SCC(=O)Nc2ccc3[nH]c(=O)[nH]c3c2)n1	-2	13	-16	1.1	-2	-1	-15	-6
O=C(NCC1CCCO1)Nc1cccc(Cl)c1 (stereo not drawn)	2	0	2	1.6	4	-6	4	-8
CCn1c(=NC(=O)CS(=O)(=O)c2ccccc2)sc2cccc(OC)c21	41	-11	28	4.5	3	-38	0	34
Cc1ccc(NC(=O)NCC2CC2(Cl)Cl)cc1 (stereo not drawn)	4	-59	-16	4.9	3	-48	-23	-81
Cc1nnc(N(C)C(=O)c2cccnc2)s1	5	3	-3	-0.8	-2	20	-1	8
CC(C)c1onc(C(=O)N2CCCCCC2)c1[N+](=O)[O-]	17	-25	-4	-2.4	1	-9	-22	-4
Cc1cc2nnc(SCC(=O)NCc3cccs3)n2c(N)n1	4	-6	-2	-0.2	-2	11	-5	-4
COC(=O)C1=C(C(=O)OC)[C@@H]2N(C)c3ccccc3[C@@]23C[C@@H](CO)N(C(=O)c2cccs2)C3=N1	3	-15	-11	1.0	-1	11	0	13
COc1ccc([N+](=O)[O-])cc1NC(=O)c1ccccc1N(C)S(C)(=O)=O	13	-3	18	-0.9	-2	9	-11	8
Cc1c(N(C(=O)c2cc(=O)[nH]c3ccccc23)C(C)C)c(=O)n(-c2ccccc2)n1C	7	-12	-6	-0.8	-1	8	1	8
O=C(NN=C1CCCC1)c1ccccc1O	9	48	-16	0.4	-3	-36	4	-7
CC(C)COc1ccc(CNC(=S)Nc2ccccc2)cc1Cl	12	-3	22	1.2	-4	-7	26	23
COc1ccccc1NC(=O)CCCCCN1C(=O)c2cccc3cccc(c23)C1=O	22	10	17	-0.8	-2	-4	0	4
CC(=O)N(Cc1ccc2c(c1)OCO2)C1CC(=O)N(CCc2ccccc2)C1=O (stereo not drawn)	12	-1	11	-2.3	-2	17	11	-6
CCN(CC)CCn1c(NCc2ccc3c(c2)OCO3)nc2ccccc21	-2	10	-2	-1.6	-2	-28	14	3
O=S(=O)(c1cccc(F)c1)N1CCN(c2nc(-c3cccnc3)nc3ccccc23)CC1	40	45	14	7.2	5	1	34	-10
O=C(c1ccco1)N1CCN(C(=O)C23CC4CC(CC(C4)C2)C3)CC1	5	27	3	0.3	-1	-13	1	-8
Cc1ccc(Nc2nc(N)c([N+](=O)[O-])c(NCCO)n2)cc1C	-8	34	1	5.4	5	-29	7	-9
Cc1noc(NS(=O)(=O)c2ccc(NC(=O)CC34CC5CC(CC(Br)(C5)C3)C4)cc2)c1C	15	21	7	-1.5	-1	9	-3	-7
COc1ccc2[nH]c3c(=O)n(Cc4ccc(C(=O)N5CCCC5)cc4)c(=S)[nH]c3c2c1	4	16	-2	0.0	-3	0	8	16
Cc1onc(COc2ccccc2O)c1Br	17	21	-11	0.0	1	4	-3	-7
CCOc1cccc(CNc2ccc(O)cc2)c1OCc1ccc(Cl)cc1	60*	25	43*	1.4	-2	-4	21	-1
Fc1ccc(C2CCCN2Cc2nc(CC3CC3)no2)cc1 (stereo not drawn)	10	-12	0	-0.9	-3	4	11	5
CCOC(=O)C1=C(COC(=O)[C@@H](NC(=O)c2cccc(C)c2)C(C)C)NC(=O)NC1C (stereo partly drawn)	5	-16	0	-0.5	-5	-4	-2	1

Arranged by value in Jurkat NFkB inh (lowest first): three of the compounds above
SMILES,Jurkat NFkB inh
Cc1ccc(NC(=O)NCC2CC2(Cl)Cl)cc1 (stereo not drawn),-81
Cc1ccc(Nc2nc(N)c([N+](=O)[O-])c(NCCO)n2)cc1C,-9
COc1ccc2[nH]c3c(=O)n(Cc4ccc(C(=O)N5CCCC5)cc4)c(=S)[nH]c3c2c1,16

Additional results.
SMILES	tim23-1 inh	Mdm2 MdmX PPI	tim10-1 inh	CHOP UPR activ	XBP1 UPR activ	697 NFkB inh	TIM10 inh	Jurkat NFkB inh
Cc1ccc(O)c(-c2cc(-c3ccccc3F)[nH]n2)c1	18	-18	39	2.1	6	-64	48*	-47
COc1ccc(CN2C(=O)c3cccnc3C2=O)cc1S(=O)(=O)N1CC(C)Oc2ccccc21 (stereo not drawn)	26	18	24	1.8	10	4	16	1
O=C(CSc1ccc(F)cc1)NC(=O)NCc1ccccc1	9	-11	11	1.0	-2	2	2	4
O=C(Nc1ccc(Cl)cc1)C1CC(=O)n2c(nc3ccccc32)N1 (stereo not drawn)	0	0	2	-0.5	1	6	0	-6
O=c1oc(CCCO)cc2ccc(C#CC3(O)CCCCC3)cc12	18	-21	17	5.8	9	12	6	-31
Cc1cc(C(=O)OC2CCOC2=O)c2ccccc2n1 (stereo not drawn)	15	15	17	-1.2	-3	9	9	5
COc1cccc2c(=O)n(CC(=O)NC3CCCC3)ccc12	-1	-6	-6	0.2	-3	-2	-2	-5
O=C(COC(=O)c1ccco1)c1ccc2ccccc2c1	18	-16	31	5.1	0	-13	14	-10
Cc1nc(N)c2c(Cc3cccc4ccccc34)nn(C(C)(C)C)c2n1	38	11	25	-1.4	0	-27	18	6
C[C@@]12C(=O)Nc3cc(F)c(F)cc3C(=O)N1[C@H]1c3cc(Cl)ccc3OC[C@@H]1[C@@H]2c1ccccc1	51*	51*	22	3.9	9	16	23	15
Cc1cc(C)c(NC(=O)CN2CCN(c3ccccn3)CC2)c(C)c1	11	-13	4	1.9	-1	-1	-2	-6
Cc1ccc(CN2CCN(Cc3ccccc3C(F)(F)F)CC2)cc1	5	-10	0	-0.9	-3	-20	7	-4
Cc1nc2nc(NC(=O)c3ccco3)nn2c(C)c1Cl	9	17	9	1.6	-4	-32	7	-41
Cc1c(C#N)c2ccccc2n1CC(=O)N1CCc2ccccc2C1	9	-3	18	-0.4	1	2	-1	0
S=C(NCCN1CCOCC1)Nc1ccc(Cl)c(Cl)c1	5	2	16	-0.9	-1	-14	0	12
COc1ccc(CNC(=O)C2CCCN2)cc1OC (stereo not drawn)	1	1	0	1.5	-1	5	20	5
Cc1ccccc1COc1ccc2oc(C)c(C(=O)O)c2c1	-7	-5	3	-1.4	-3	9	-13	-5
COc1cc([N+](=O)[O-])ccc1N1C(=O)CC(Sc2nccc(C)n2)C1=O (stereo not drawn)	0	19	-7	-1.3	-3	1	16	14
Cc1cccc(C)c1NS(=O)(=O)c1ccc(NC(=O)c2ccc(Cl)c([N+](=O)[O-])c2)cc1	3	98*	7	1.3	0	1	3	-3
CCOC(=O)C1CCCN(S(=O)(=O)c2cc(OCC(N)=O)c(C)cc2Cl)C1 (stereo not drawn)	13	10	11	-2.4	-1	14	1	9
O=C(NCCc1ccc(C(F)(F)F)cc1)c1ccc(Cl)nc1	7	-9	5	4.7	-3	13	-23	0
Cc1cccc(C)c1NC(=O)CN(C)C(=O)CC1Sc2ccccc2NC1=O (stereo not drawn)	9	11	8	1.2	0	-7	5	3
Cc1ccc(C(=O)OCC(=O)NCc2ccc(F)cc2)o1	30	-16	24	-2.3	1	-2	5	12
CC(=O)Nc1c(O)nc(SCC(=O)Nc2sc3c(c2C#N)CCCCCC3)[nH]c1=O	0	-17	14	-0.7	0	17	5	8
CC1(C)CC(N2CCOCC2)=CC(=[N+]2CCOCC2)C1	4	6	-2	1.3	-3	-2	-9	-14
More entries follow:
SMILES	tim23-1 inh	Mdm2 MdmX PPI	tim10-1 inh	CHOP UPR activ	XBP1 UPR activ	697 NFkB inh	TIM10 inh	Jurkat NFkB inh
CCS(=O)(=O)c1nc(S(=O)(=O)c2ccc(C)cc2)c(NCCCN2CCCC2=O)s1	-12	-1	-3	2.1	-3	-8	4	-13
Cc1ccc(N/C=C/C(=O)c2cccs2)cc1	56*	-134	-12	-7.3	-14	-261	13	-158
COc1ccccc1N1CCN(CCCCN2C(=O)C3CCCCN3C2=O)CC1 (stereo not drawn)	8	10	-6	-1.2	-2	-1	-10	-2
CCN(CC(=O)NC1CCS(=O)(=O)C1)c1nc(-c2ccccc2)nc2ccccc12 (stereo not drawn)	1	0	5	1.4	1	17	4	-11
Cc1c(Cl)cccc1Nc1ncccc1C(=O)OCC(O)CO (stereo not drawn)	19	16	1	-0.7	-1	3	7	-1
CN(C)c1nc(-c2ccccc2)cc(C(F)(F)F)c1C#N	4	-2	25	-2.3	1	-73	4	-32
COc1ccc(NC(=O)c2cnc(C)cn2)cc1-n1cnnn1	0	5	8	2.7	0	7	7	16
COC(=O)C(C)NC(=O)C1CCCN1S(=O)(=O)c1cc(C)c(Cl)cc1C (stereo not drawn)	13	11	18	-0.8	-4	8	2	-12
COc1cccc(CCc2nnc(CCC(=O)N(C)C3CC(C)(C)NC(C)(C)C3)o2)c1	17	-5	18	-0.6	-5	0	1	0
O=C(NCN1C(=O)C2C3C=CC(C3)C2C1=O)Nc1nccs1 (stereo not drawn)	-6	16	7	-4.7	1	20	8	3
O=C(NC(=S)NCC1CCCO1)c1ccc([N+](=O)[O-])cc1 (stereo not drawn)	10	-16	16	1.9	-1	13	4	0
C/C(=N\Nc1ccc(Cl)c(C(=O)O)c1)c1ccc2c(c1)OCO2	-3	-23	8	4.7	4	-52	-13	-40
O=c1cc(N2CCOCC2)[nH]c(=O)n1Cc1ccc(F)cc1	-6	17	-8	0.5	-3	12	-14	-2
COc1cc(/C=C/C(=O)NC(C)CCc2ccccc2)cc(OC)c1OC (stereo not drawn)	19	29	25	1.8	-1	9	21	9
CC(=O)c1noc(C)c1C(=O)Nc1nccs1	6	13	-5	-0.3	0	17	-9	-3
O=C(Nc1ccc(Cl)c(C(F)(F)F)c1)[C@@H]1CC=C[C@@H]2CCN(Cc3ccccc3)C(=O)[C@@H]21	10	16	13	-0.5	-2	15	3	3
Cc1cc(C(=O)NCCCN2CC(C)CC(C)C2)n(-c2ccccc2)n1 (stereo not drawn)	-8	8	-12	-1.1	0	3	-15	1
Cc1n(Cc2ccccc2)c2cc([N+](=O)[O-])ccc2[n+]1Cc1ccccc1	-11	-5	4	-1.6	-1	3	-7	-12
N#CC1=C(N)OC2=C(C(=O)CCC2)C12CCC1(CC2)OCCO1	11	1	16	-1.2	-2	15	1	5
O=C(CNS(=O)(=O)c1ccc(Br)cc1)N1CCN(Cc2ccccc2)CC1	16	6	7	-1.1	-4	1	-8	-5
O=C(Cn1c(C(F)(F)F)nc2ccccc21)c1ccccc1	25	14	29	6.6	-5	6	19	5
CCC(C)(C)NC(=O)C(c1ccncc1)N(C(=O)c1sc(C)nc1C)c1ccc(C)cc1 (stereo not drawn)	15	2	13	-0.1	2	-19	-11	-13
CCOC(=O)CSc1[nH]c2cc(OC)ccc2c1[N+](=O)[O-]	6	21	11	0.2	-3	12	0	-10
Cc1cccc(-n2nnnc2SCC(=O)c2cc(C)n(CC3CCCO3)c2C)c1 (stereo not drawn)	31	12	39	1.8	2	-7	15	-13
CCOC(=O)CC(NC(=O)c1ccco1)c1ccc(C)cc1 (stereo not drawn)	0	-5	4	0.1	2	-12	3	2
NC(=O)c1ccc2c(c1)S(=O)(=O)c1ccccc1C2=O	-28	11	20	0.0	2	3	1	-1

Taken from above:
Entry for `O=C(Cn1c(C(F)(F)F)nc2ccccc21)c1ccccc1` under Jurkat NFkB inh: 5
Entry for `COc1cc(/C=C/C(=O)NC(C)CCc2ccccc2)cc(OC)c1OC` (stereo not drawn) under Jurkat NFkB inh: 9
Entry for `COc1ccccc1N1CCN(CCCCN2C(=O)C3CCCCN3C2=O)CC1` (stereo not drawn) under Jurkat NFkB inh: -2
Entry for `N#CC1=C(N)OC2=C(C(=O)CCC2)C12CCC1(CC2)OCCO1` under Mdm2 MdmX PPI: 1

Screens: PubChem, Sanford-Burnham Center for Chemical Genomics
